Assay outcomes as filed in PubChem BioAssay.
AmpC inh detg: blocks E. coli AmpC beta-lactamase in detergent assay. P00811. AmpC hydrolysis of nitrocefin, absorbance 480 nm, 0.01% Triton. Potency, µM (series often up to 114 µM), for the others: at the top dose activity change, negative = inhibition, actives largely listed as inhibitors. 0.041% of 370,000 active;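 further: potency means the concentration at half of the fitted maximal effect; 0% = no-compound wells and -100% = no-enzyme wells; nearly all actives have a fitted effect of over 25% in size; some results filed as inactive show a strong effect at the top dose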
Target sequence (P00811 whole entry, looked up): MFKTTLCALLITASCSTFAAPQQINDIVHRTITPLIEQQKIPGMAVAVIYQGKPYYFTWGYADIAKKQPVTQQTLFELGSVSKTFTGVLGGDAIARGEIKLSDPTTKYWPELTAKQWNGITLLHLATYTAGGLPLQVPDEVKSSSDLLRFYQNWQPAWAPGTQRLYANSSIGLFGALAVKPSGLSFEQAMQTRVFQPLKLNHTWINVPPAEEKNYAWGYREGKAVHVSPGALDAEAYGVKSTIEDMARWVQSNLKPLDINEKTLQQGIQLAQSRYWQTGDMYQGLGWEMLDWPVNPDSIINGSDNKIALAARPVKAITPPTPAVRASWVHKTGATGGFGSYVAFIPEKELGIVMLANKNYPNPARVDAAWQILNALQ
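20 mM phosphate pH 7.0 + 0.01% (detergent screen) or 0.0001% Triton X-100; 5.3 nM AmpC reagent; cpd preinc 15 min RT; nitrocefin (800 uM stock) to start; A480 q20 s × 4 min; Activity was normalised to no-enzyme and no-compound control wells.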
Sm TGR inh: S. mansoni TGR enzyme inhibition | 3% of 360,000 active | AID 485364 | Potency, µM (titrated, usually from 114 µM), for inactives: top-dose activity change, negative = inhibition, hits mostly inhibitors | purified TGR, DTNB reduction, TNB absorbance 405 nm; further: potency means the concentration at half of the fitted maximal effect; nearly all actives have a fitted effect of over 60% in size
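TGR 20 nM + NADPH 100 uM (dispensed conc.), cpd preinc 15 min RT; start with NADPH (500 uM addition) then DTNB (15 mM addition). Kinetic TNB absorbance, 405 nm filter. Four-parameter Hill fit across titration.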
AMA1 RON2 block: inhibitors of Plasmodium falciparum AMA1-RON2 interaction | AlphaScreen AMA1-biotinylated RON2 peptide binding | Potency, µM (series often up to 58.2 µM), for inactives: at the highest dose activity change, negative = inhibition, usual class: inhibitors | 0.2% of 360,000 active;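 further: potency means the concentration at half of the fitted maximal effect; 0% = vehicle wells and -100% = peptide control; nearly all actives have a fitted effect of over 45% in size; some results filed as inactive show a strong effect at the top dose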
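AMA1 (3D7) with his tag at 25 nM final met compounds first, then biotinylated RON2 peptide at 25 nM; detection used donor plus acceptor beads, 10 µg/mL apiece, read by AlphaScreen after 30 min at room temperature.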
HCV inh: HCV inhibition. Huh7.5.1 HCVcc-Cre infection, luciferase reporter, 44 h. Potency, µM (doses to about 41.8 µM), inactives show at the highest dose activity change, negative = inhibition, usual class: inhibitors. 3.4% of 340,000 active. AID 651820; further: potency means the concentration at half of the fitted maximal effect
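A cell-based infection assay in which seeded cells (1,000 per well) receive test compound after 4 h, are inoculated with HCVcc-Cre at approximately 0.5 moi, and are incubated 44 h before luminescence detection.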
HCMV antiviral: human cytomegalovirus inhibition; HFF cells, HCMV-luciferase reporter, 72 h; active compounds read low; activity change, negative = inhibition, % at 57.5 µM; 4.5% of 410,000 active; in the data active means activity change below about -60%; inconclusive means no clear call, values can overlap the other calls; inactive means above about -39%
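Luciferase read-out from HCMV-luciferase-infected HFFs (MOI 1 PFU/cell) 72 h post infection at 37C; compounds added after 16 h cell attachment; activity normalized between buffer-only basal and Salinomycin (10uM) inhibitor controls.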
FBPA Giardia inh: Giardia lamblia aldolase inhibition. A8B2U2. purified Giardia FBPA. Potency, µM (series often up to 59.6 µM), inactives show at the highest dose activity, negative = inhibition, most hits filed as inhibitors. 0.71% of 290,000 active. AID 2451; further: potency means the concentration at half of the fitted maximal effect; nearly all actives have a fitted effect of over 55% in size
Target sequence (A8B2U2 whole entry, looked up): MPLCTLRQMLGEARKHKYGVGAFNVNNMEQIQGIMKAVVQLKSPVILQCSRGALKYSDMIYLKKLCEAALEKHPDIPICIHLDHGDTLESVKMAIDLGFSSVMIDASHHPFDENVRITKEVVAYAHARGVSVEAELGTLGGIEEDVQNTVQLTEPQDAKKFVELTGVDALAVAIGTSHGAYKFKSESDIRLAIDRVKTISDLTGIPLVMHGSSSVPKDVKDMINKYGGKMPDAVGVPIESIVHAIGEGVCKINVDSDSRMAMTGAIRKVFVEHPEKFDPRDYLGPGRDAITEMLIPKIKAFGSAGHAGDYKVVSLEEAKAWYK
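40 nM FBPA preincubated 10 min at RT with compound (up to 57.5 uM final), then substrate plus GAPDH/TPI/NAD/arsenate coupling and diaphorase/resazurin added. Fluorescence read after 20 min at RT, 525/598 nm.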
* marks the source's active call; other numbers are inactive results; ? = inconclusive; . = no result given; & = joins results of further samples; [ ] = remark or other dose. Unless noted, the call rests on the fitted dose curve; in most records, active means well fitted curve in the direction sought with a large enough effect; inconclusive means small, poorly fitted or top-dose-only effect, or another doubt; inactive means no such curve, though single readings can be large; an effect the other way counts as inactive or inconclusive. Unless noted, on the % scale 0 is the no-effect control and ±100 the full control effect.

SMILES	AmpC inh detg	Sm TGR inh	AMA1 RON2 block	HCV inh	HCMV antiviral	FBPA Giardia inh
COc1cc(C(=O)NCC2CCCCC2)cc(OC)c1OC	-2%	0%	9%	27%	26	9%
COc1ccc(-n2c(=O)c3c(c4cc(OC)ccc4n3C)n(Cc3c(F)cccc3Cl)c2=O)cc1	26%	1%	.	.	0	.
COc1ccc(C(C(=O)NCC2CCCO2)N(C(=O)CNC(=O)c2cccs2)c2ccccc2)cc1OC (configuration not stated)	-4%	.	0%	-3%	-31	1%
COC(=O)c1c(NC(=O)CN2CCC(C(N)=O)CC2)c2c(C)cccc2n1C	1%	0%[11.4 µM]	-1%	16%	62	2%
Cc1nnc(SCc2cc(=O)oc3cc(O)ccc23)n1Cc1ccccc1	-14%	-7%	7%[11.6 µM]	0%	9	10%
CCNc1nc2c(c(=O)n(C)c(=O)n2C)n1CC(O)COc1ccccc1 (configuration not stated)	27%	2%	.	.	-7	.
COc1ccc(C(=O)Nc2cc(OC)c(Cl)cc2Cl)cc1	-11%	-2%	-17%	1%	-5	8%
COc1ccc(C)cc1-n1c(-c2ccc(Cl)cc2)cc2c1CC(C)(C)CC2=O	10%	1%	.	.	-2	.
C/C=C\C(=O)Nc1cccc(C2=NOC3(C2)C[C@@H](C(N)=O)N(C(=O)CCCCC)C3)c1 (some centres not stated)	-7%	0%	-2%	-3%	33	2%
O=C(O)c1cnc(-c2ccccc2)nc1Sc1ccc(Cl)cc1	3%	-1%	-3%	-2%	27	?
CNc1cc([N+](=O)[O-])ccc1N/C=C/C(=O)c1ccc2c(c1)OCO2	-5%	-15%	4%	?	59	1%
CC(C)(C)C(=O)N1N=C(c2cccc(NS(C)(=O)=O)c2)CC1c1cccs1 (configuration not stated)	-8%	-10%	-3%	-21%	?	5%
COc1ccc(CN(C)CCc2ccccn2)cc1OC	1%	2%	-13%	6%&26%	6	6.3µM*
O=C(COC(=O)c1cc(-c2ccccn2)nc2ccccc12)Nc1ncc(C(F)(F)F)cc1Cl	-9%	-6%	7%	1%	0	10%
CCc1ccc(OCC(=O)Nc2cc3oc4ccccc4c3cc2OC)cc1	-1%	10%	.	.	5	.
Cn1c(=O)c2c(SCC(=O)N3CCCc4ccccc43)nc(CC(C)(C)C)nc2n(C)c1=O	?	-14%	-6%	?	.	0%
CC12COC3(P(=O)(c4ccccc4)c4ccccc4)CC1CCC23CP(=O)(c1ccccc1)c1ccccc1 (configuration not stated)	-2%	-7%	-18%	15%	-40	1%
COc1cc(NC(=O)Cc2ccccc2)c(C(=O)O)cc1OC	-5%	6%	5%	24%	-12	-1%
O=C(NN=C1c2ccccc2-c2ccccc21)c1ccccc1	-11%	?	95%[activator]	?	-27	-17%
O=C(c1ccccc1)c1c[nH]c2ccccc12	-16%	12%	5%	10%	22	-1%

One compound at a time, from the list above:
Cn1c(=O)c2c(SCC(=O)N3CCCc4ccccc43)nc(CC(C)(C)C)nc2n(C)c1=O is entered as AmpC inh detg: ?; Sm TGR inh: -14%; AMA1 RON2 block: -6%; HCV inh: ?; HCMV antiviral: .; FBPA Giardia inh: 0%
COc1ccc(C(=O)Nc2cc(OC)c(Cl)cc2Cl)cc1 is entered as AmpC inh detg: -11%; Sm TGR inh: -2%; AMA1 RON2 block: -17%; HCV inh: 1%; HCMV antiviral: -5; FBPA Giardia inh: 8%

Molecules from the list above with a halogen (five):
SMILES	AmpC inh detg	Sm TGR inh	AMA1 RON2 block	HCV inh	HCMV antiviral	FBPA Giardia inh
COc1ccc(-n2c(=O)c3c(c4cc(OC)ccc4n3C)n(Cc3c(F)cccc3Cl)c2=O)cc1	26%	1%	.	.	0	.
COc1ccc(C(=O)Nc2cc(OC)c(Cl)cc2Cl)cc1	-11%	-2%	-17%	1%	-5	8%
COc1ccc(C)cc1-n1c(-c2ccc(Cl)cc2)cc2c1CC(C)(C)CC2=O	10%	1%	.	.	-2	.
O=C(O)c1cnc(-c2ccccc2)nc1Sc1ccc(Cl)cc1	3%	-1%	-3%	-2%	27	?
O=C(COC(=O)c1cc(-c2ccccn2)nc2ccccc12)Nc1ncc(C(F)(F)F)cc1Cl	-9%	-6%	7%	1%	0	10%

(next part)
SMILES	AmpC inh detg	Sm TGR inh	AMA1 RON2 block	HCV inh	HCMV antiviral	FBPA Giardia inh
COc1ccc(C(=O)NC(Nc2ccc(C)cc2)C(Cl)(Cl)Cl)cc1 (configuration not stated)	-11%	1%	-18%	?	-72*	-6%
COc1ccc(OC)c(C2CC(=O)C3=C(C2)NC(=O)CC3c2ccc(O)c(OC)c2)c1 (configuration not stated)	2%	-13%	-8%	-10%	-10	2%
Cc1ccc(CN2CCN(CC(=O)NCc3ccc(Cl)cc3)C2=O)cc1	0%	0%	-4%	0%	0	10%
CC(CN1CCOCC1)OC(=O)C1COc2ccccc2O1 (configuration not stated)	4%	10%	-5%	14%	120	-5%
CC1Cc2ccccc2N1C(=O)CSc1nnc(N)s1 (configuration not stated)	7%	-24%	-11%	-10%	-15	.
COc1ccc(NC(=O)CN(C2CCCCC2)S(C)(=O)=O)cc1OC	2%	-4%	-7%	-10%	19	2%
COc1ccc(C(c2sc3ncnn3c2O)N2CC(C)OC(C)C2)cc1OC (configuration not stated)	-3%	-1%	72%[activator]	3%	57	-17%
CCc1c(C)nc(SCc2nc(-c3ccccc3C)no2)[nH]c1=O	-6%	8%	.	.	-9	.
Cc1oc(-c2ccc(Cl)cc2)nc1CS(=O)CC(=O)NCc1ccc(Cl)cc1 (configuration not stated)	14%	?	.	.	-13	.
CCn1ccnc1CN(C)C(=O)C1CCC(=O)N(Cc2cccc(C(F)(F)F)c2)C1 (configuration not stated)	4%	-3%	-14%	13%	-11	.
O=C1CN(C(=O)CSc2nncs2)c2ccccc2N1	-10%	-2%	-6%	11%	-14	0%
C=C1CCN([C@@H](C)C(=O)OCc2ccc(C)cc2)S(=O)(=O)c2ccccc21	4%	4%	34%[activator]	35%[activator][8.37 µM]	29	0%
CCOC(=O)c1cccc(NC(=O)CC(c2ccc(F)cc2)N2Cc3ccccc3C2=O)c1 (configuration not stated)	24%	-4%	.	.	7	.
O=C(CC1N=C2c3ccccc3N=C(SCc3ccc(F)cc3)N2C1=O)NCc1cccs1 (configuration not stated)	9%	-1%	.	.	30	.
COc1ccc(N(CC(=O)N/N=C/c2cc(OC)ccc2OC)S(=O)(=O)c2ccccc2)cc1	2%	4%	-4%	8%	-15	-14%
CCn1c(=O)c(C(=O)Nc2ccccc2C)c(O)c2ccccc21	?	-1%	20%	?	51	4%
O=C(NC1CCN(S(=O)(=O)c2ccc(F)cc2)CC1)c1ccco1	3%	-9%	8%	7%	?	.
Cn1c(N)c(Sc2ccc(F)cc2)c(=O)n(C)c1=O	-10%	-11%	9%	13%	?	2%
Cc1ccc(-n2c(SCC(N)=O)nc3c(oc4ccccc43)c2=O)cc1C	17%	2%	.	.	13	.
COC(=O)c1cc(Cl)c(NC(=O)/C=C/c2ccc(Cl)cc2Cl)cc1OC	8%&-2%	9%&1%	-8%	?	85&65	5%
Nc1ccc2oc(-c3ccccc3Cl)nc2c1	-1%	-10%	-15%	-22%	26	-6%
CCc1c(N)nc(N)nc1Nc1ccc(C)c(C)c1	.	.	-27%	-25%	-33	.
Cc1ccc(C2(c3noc(CN(C)Cc4ccccn4)n3)CCCC2)cc1	6%	-27%	15%	14%	-29	9%
CN(Cc1nc2ccccc2c(=O)[nH]1)C(=O)COc1ccccc1Cc1ccccc1	-6%	-10%	36%[activator]	?	-8	.
Cc1ccc(-c2cn3nc(N4CCCC(C(=O)NCc5ccccc5F)C4)sc3n2)cc1 (configuration not stated)	-2%	-1%	.	.	?	.
COC(=O)CN1C(=O)COc2ccc(S(=O)(=O)NCc3ccccc3)cc21	-6%	5%	-4%	2%	-24	1%
Cc1ccc(NC(=O)CCC(=O)c2cccs2)cc1	-8%	-3%	5%	-14%	18	-3%
Cc1cccc(OCCSc2nc3ncnc(N)c3[nH]2)c1	-7%	0%	7%	-10%	-32	14%
Cc1cccn2c(=O)c3cc(C(=O)NC(C)C)n(C)c3nc12	2%	1%	.	.	1	.
NS(=O)(=O)c1cccc(NC(=O)Nc2ccc(Cl)cc2)c1	-5%	-20%	9%	-3%	-19	-6%
O=C(COc1ccc(Cl)cc1)Nc1nnc(C2=COCCO2)o1	-1%	2%	-30%	-2%	18	?
CCC1=C(OC(=O)N(CC)CC)N2C(=O)OC(=NCC3CC3)[C@]2(Cc2ccccc2)[C@H]2C1=CC[C@H]1C(=O)NC(=O)[C@H]12	-4%	11%	3%	4%	12	-6%&-1%
CN1/C(=C\C(=O)C[n+]2ccc(C(=O)c3ccccc3)cc2)C(C)(C)c2ccccc21	-4%	-9%	-4%	?	-95*	-11%
C=CCSc1nc(C)cc(/C=C\c2ccccc2)c1C#N	1%	12%	10%	-4%	-18	1%
Cc1ccc[n+](-c2nc3ccccc3nc2C(=C=[N-])C#N)c1	3%&2%	5%&2%	2%&-13%	10%&13%	-28&18	-13%&-11%
CC(C)N(Cc1cnn(C)c1)C(=O)c1ccc(OC2CCN(Cc3ccccn3)CC2)cc1	-8%	-20%	50%[activator]	-8%	?	-12%
Cc1ccc(N(CC(=O)N2CCN(c3ccc(F)cc3)CC2)S(=O)(=O)c2c(C)nn(C)c2C)cc1	?	0%	-1%	5%	-12	-2%
CCCC(=O)OCC(=O)Nc1cc([N+](=O)[O-])ccc1OC	-4%	0%	16%	-11%	-15	-4%
Cc1ccc(NC(=O)COc2ccc3c(c2)OCO3)c(Cl)c1	-9%	-7%	10%	-1%	-9	.
COc1cc2c(C(=O)NCCN(C)C)cn(CC(C)C)c(=O)c2cc1OC	4%	-16%	9%	7%	-13	0%
CC1CCc2cc(F)ccc2N1S(=O)(=O)c1ccc(F)cc1 (configuration not stated)	?	0%	-2%	7%	-13	-3%
CCC(=O)Nc1c(C#N)c2nc3ccccc3nc2n1C1CCCCC1	0%	12%	13%	0%	-14	-14%
Nc1ccc(C(=O)N2CCCC2)cc1	3%	-2%	9%	-6%	16	-3%
O=C(/C=C/c1cccc([N+](=O)[O-])c1)c1ccco1	?	-29%	16%	18%	1	-1%
CCC(Oc1ccccc1)C(=O)Nc1ccc(-c2nnc(-c3ccco3)o2)cc1 (configuration not stated)	3%	-22%	-15%	?	34	1%
Cc1cc2c3c(c1C)C(=O)C(=O)N3C(C)(C)CC2C (configuration not stated)	8%	1%	-25%	-17%	?	3%
CCOc1ccc(C(=O)Nc2cc(-c3cn4cccnc4n3)ccc2C)cc1OCC	-4%	1%	.	.	?	.
CCN(CC)c1ccc(/C=N/NC(=O)c2cccc(N3CCCC3=O)c2)cc1	8%	.	59%[activator]	-23%	-29	-8%
NC(=O)C1=C[C@@H](c2coc3ccccc3c2=O)C[C@@H](OCc2ccc(CO)cc2)O1	0%	-4%	-7%	18%	14	-7%
CCN(CC)S(=O)(=O)c1ccc2c(c1)N(CC(=O)N1CCN(c3ccc(OC)cc3)CC1)C(=O)CO2	1%	-19%	.	.	-7	.
CC(O)c1cccc(NC2=CC(=O)CC(C)(C)C2)c1 (configuration not stated)	-15%	1%	-16%	-9%	19	4%
CCOc1ccccc1C(=O)Nc1ccccc1O	-17%	-12%	-18%	11µM*	11	-4%
O=C(NC1CC1)c1ccc(F)cc1Cl	4%	-1%	-6%	15%	-17	1%
CCCCCO	-2%	0%	13%	44%[activator]	7	.
